From PubChem BioAssay
Tau filament bind – qHTS Assay for Tau Filament Binding | Potency, µM (series often up to 57.1 µM), for the others: top-dose activity change, negative = inhibition | 2% of 71,000 active | AID 596, 2007 | recombinant tau filaments, thioflavin S fluorescence, 15 h; filaments grown with octadecylsulfate alongside compound;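 also: potency is read from the fitted curve at half-maximal effect; % is scaled to controls: 0 for no effect and ±100 for the full control effect; actives lower thioflavin S fluorescence by blocking filaments or displacing dye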
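Read-out: ThS fluorescence, 450 nm excitation/510 nm emission; lower signal marks blocked filament formation or displaced dye. Tau at 1 uM with 30 uM ODS, 10 uM ThS, 5 mM DTT, 100 mM NaCl, 10 mM HEPES pH 7.4; 15 h, 37 C.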
BRCT PPI red – qHTS Assay for Inhibitors of BRCT-Phosphoprotein Interaction (Red Fluorophore); Breast cancer type 1 susceptibility protein (Homo sapiens), P38398; BRCT-phosphopeptide binding, red fluorescence polarization; Potency, µM (series often up to 76.9 µM), without a hit: at the top dose activity change, negative = inhibition, hits mostly inhibitors; 0.03% of 75,000 active; also: % is scaled to controls: 0 for no effect and ±100 for the full control effect
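Rhodamine-labelled pBACH1 10-mer (100 nM) bound to BRCT domain (100 nM) at pH 7.3; compounds incubated 12 min room temperature, polarization read. Free peptide defines full inhibition; unlabelled decapeptide titrated as control.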
Pol III holo inh – qHTS Assay for Inhibitors of DNA Polymerase III Holoenzyme System; AID 603, 2007; 0.25% of 71,000 active; Potency, µM (titrated, usually from 57.1 µM), for the others: top-dose activity change, negative = inhibition; reconstituted DNA polymerase III holoenzyme replication, biochemical; also: potency is read from the fitted curve at half-maximal effect; % is scaled to controls: 0 for no effect and ±100 for the full control effect
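Reconstituted *E. coli* holoenzyme (0.35 nM Pol III, 1 nM beta, 154 nM SSB, 2 nM primase) was preincubated with compound for 15 min at RT. Synthesis on 1.4 nM ssM13Gori ran 35 min, then was stopped with PicoGreen/EDTA and read as dsDNA fluorescence.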
HADH2 inh – qHTS Assay for Inhibitors of HADH2 (Hydroxyacyl-Coenzyme A Dehydrogenase, Type II) | 3-hydroxyacyl-CoA dehydrogenase type-2 (Homo sapiens), Q99714 | recombinant HADH2, NADH fluorescence, beta-hydroxybutyryl-CoA | Potency, µM (top dose mostly 57.1 µM), for inactives: at the highest dose activity change, negative = inhibition, usual class: inhibitors | 3.4% of 73,000 active | AID 886, 2007; also: potency is read from the fitted curve at half-maximal effect; % is scaled to controls: 0 for no effect and ±100 for the full control effect; nearly all actives have a fitted effect of over 60% in size; many of its hits are not listed in these tables
Target sequence (Q99714 whole entry, looked up, one chain of several): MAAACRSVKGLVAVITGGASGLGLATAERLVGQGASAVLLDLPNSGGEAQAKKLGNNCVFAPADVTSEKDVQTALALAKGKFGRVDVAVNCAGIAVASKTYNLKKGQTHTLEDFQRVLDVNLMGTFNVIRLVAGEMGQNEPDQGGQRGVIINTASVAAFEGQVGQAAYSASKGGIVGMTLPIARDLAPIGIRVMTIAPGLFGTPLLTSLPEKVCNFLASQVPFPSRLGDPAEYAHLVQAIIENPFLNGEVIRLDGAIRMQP
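Buffer 100 mM Tris-HCl pH 9.0/0.01% Tween-20; HADH2 20 nM; NAD+ 1 mM; beta-hydroxybutyryl-CoA 90 uM (all final). 15 min cpd preincubation, RT.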
Casp7 inh – qHTS Assay for Allosteric/Competitive Inhibitors of Caspase-7 | P55210 | recombinant caspase-7, Ac-DEVD-AFC fluorescence rate | Potency, µM (series often up to 57.5 µM), for inactives: top-dose activity change, negative = inhibition, most hits filed as inhibitors | 0.02% of 75,000 active | AID 889, 2007; active = well fitted inhibition curve with a large enough effect in the main read-out, with a control signal flat, not every such curve was filed as active; inconclusive = small, poorly fitted or top-dose-only effect, or a change in a side signal; also: potency is read from the fitted curve at half-maximal effect; % of control where 0% means no effect
USP2a inh – qHTS Assay for Inhibitors of Ubiquitin-specific Protease USP2a. USP2a enzymatic assay, qHTS inhibition. Potency, µM (doses to about 38.3 µM), for inactives: at the top dose activity change, negative = inhibition, actives largely listed as inhibitors. 0.1% of 60,000 active. AID 927, 2007;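 also: potency is read from the fitted curve at half-maximal effect; nearly all actives have a fitted effect of over 60% in size; plate controls were DMSO for no effect and NEM full inhibition control for full effect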
Target sequence (O75604 whole entry, looked up): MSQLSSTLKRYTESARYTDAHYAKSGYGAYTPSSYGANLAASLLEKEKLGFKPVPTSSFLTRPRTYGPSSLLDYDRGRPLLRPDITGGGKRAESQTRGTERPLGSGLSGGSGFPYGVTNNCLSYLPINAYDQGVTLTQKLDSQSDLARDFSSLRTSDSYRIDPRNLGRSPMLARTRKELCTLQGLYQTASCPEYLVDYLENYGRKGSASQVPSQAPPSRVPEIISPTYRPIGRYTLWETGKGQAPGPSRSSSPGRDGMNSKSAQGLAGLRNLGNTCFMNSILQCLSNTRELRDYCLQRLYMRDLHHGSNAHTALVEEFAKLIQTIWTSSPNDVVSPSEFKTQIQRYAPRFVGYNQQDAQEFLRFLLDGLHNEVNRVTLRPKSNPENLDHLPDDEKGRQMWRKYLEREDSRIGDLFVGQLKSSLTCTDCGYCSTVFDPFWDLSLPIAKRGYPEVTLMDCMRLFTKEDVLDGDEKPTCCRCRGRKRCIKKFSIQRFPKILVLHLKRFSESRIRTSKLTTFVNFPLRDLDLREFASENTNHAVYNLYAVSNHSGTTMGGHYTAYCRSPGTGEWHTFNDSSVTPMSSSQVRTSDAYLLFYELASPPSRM
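20 nM USP2 core + cpd, 30 min RT; add 20 nM Ub-PLA2/20 uM NBD C6-HPC; read Ex460/Em535 at 0 h and 2.5 h. Normalized to NEM; qHTS curve fit/classification.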
Rhodamine fluor – qHTS Assay for Spectroscopic Profiling in Rhodamine Spectral Region | Rhodamine-region fluorescence, 547/598 nm, Tris buffer; hits give high values | max dye-equivalent concentration, M | 0.05% of 59,000 active; in the data active = max dye-equivalent concentration above about 11 nM; inconclusive = between about 1.1 nM and that limit
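Steps: pin-transfer compounds into pH 8.0 Tris (100 mM), hold 15 min at room temperature, image with a 547/598 nm filter pair, and convert intensities to rhodamine-equivalent concentration using a six-point on-plate rhodamine series.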
ALOX15 inhib – qHTS Assay for Inhibitors of 15-hLO (15-human lipoxygenase). Polyunsaturated fatty acid lipoxygenase ALOX15 (Homo sapiens), P16050. purified 15hLO-1, xylenol orange hydroperoxide absorbance. Potency, µM (series often up to 57.1 µM), without a hit: at the highest dose activity change, negative = inhibition, usual class: inhibitors. 1.4% of 74,000 active. AID 887, 2007; also: potency is read from the fitted curve at half-maximal effect; % is scaled to controls: 0 for no effect and ±100 for the full control effect; nearly all actives have a fitted effect of over 55% in size
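Compounds were preincubated 15 min at room temperature with 40 nM purified human enzyme (25 mM Hepes pH 7.5, 0.01% Triton X-100); 50 uM arachidonic acid reacted 6 min. Fe-xylenol orange detection, 30 min, absorbance ratio 573/405 nm.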
BRCT PPI green – qHTS Assay for Inhibitors of BRCT-Phosphoprotein Interaction (Green Fluorophore); 0.05% of 75,000 active; Breast cancer type 1 susceptibility protein (Homo sapiens), P38398; AID 875, 2007; Potency, µM (doses to about 76.9 µM), for the others: at the highest dose activity change, negative = inhibition, most hits filed as inhibitors; BRCA1 BRCT-phosphopeptide binding, green fluorescence polarization;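 also: potency is read from the fitted curve at half-maximal effect; plate controls were peptide without protein for full effect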
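Fluorescence polarization: His-tagged BRCT (~35 kDa BRCA1 C-terminus, 250 nM) bound to 100 nM fluorescein-labeled phosphorylated 10-aa BACH1 peptide, pH 7.3 phosphate buffer with DTT and Tween 20. Compounds incubated 12 min at room temperature; inhibition read as lowered polarization.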
Caspase-1 inhib – qHTS Assay for Allosteric/Competitive Inhibitors of Caspase-1; Caspase-1 enzyme, Ac-WEHD-AFC fluorogenic rate; Potency, µM (titrated, usually from 57.5 µM), inactives show top-dose activity change, negative = inhibition, actives largely listed as inhibitors; 0.03% of 75,000 active;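 also: potency is read from the fitted curve at half-maximal effect; plate controls were vehicle for no effect and no substrate for full effect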
HEK293 cAMP cs – qHTS Assay for Agonists of the Thyroid Stimulating Hormone Receptor: Activators of Intracellular cAMP Concentrations in Parental HEK 293; parental HEK293 CNG cAMP sensor, membrane potential fluorescence; 2.5% of 73,000 active; Potency, µM (titrated, usually from 57.1 µM), for inactives: top-dose activation, usual class: activators; also: potency is read from the fitted curve at half-maximal effect; % of control where 0% means no effect; nearly all actives have a fitted effect of over 55% in size
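Counterscreen for endogenous-receptor signalling: CNG-channel HEK 293 cells report cAMP rise by membrane depolarization. After 60 min dye equilibration with 100 uM RO 20-1724, compounds incubated 30 min before bottom-read fluorescence at 590 nm.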
* marks the source's active call; other numbers are inactive results; i = inactive; ? = inconclusive; . = not tested or not shown; [ ] = dose if it differs, or a comment. Unless noted, calls follow the shape of the dose curve; as a rule, active = well fitted curve in the direction sought with a large enough effect; inconclusive = small, poorly fitted or top-dose-only effect, or another doubt; inactive = no such curve, though single readings can be large; an effect the other way counts as inactive or inconclusive.

nr	SMILES	BRCT PPI green	Rhodamine fluor	Pol III holo inh	USP2a inh	HADH2 inh	Caspase-1 inhib	Casp7 inh	ALOX15 inhib	HEK293 cAMP cs	Tau filament bind	BRCT PPI red
1	CCOC(=O)c1sc(NCC2CCCO2)nc1C (stereo not drawn)	0.1%	i	-3%	-4%	?	-1%	-5%	-1%	2%	1%	1.1%
2	CC(C)CN(CC(C)C)c1nc(N)c(C#N)c(CC#N)c1C#N	4.5%	i	-8%	15%	-9%	-2%	-3%	-17%	?	3%	1.6%
3	N#C/C(Cn1c[n+](NC(=O)Nc2ccccc2)cn1)=N/O	-3.3%	i	-1%	-4%	3%	4%	0%	-12%	-2%	1%	1.9%
4	CC1(C)OC2CC3C4CC(F)C5=CC(=O)CC[C@@]5(C)C4C(O)C[C@@]3(C)[C@]2(C(=O)CO)O1 (stereo partly drawn)	-0.3%[3.08 µM]	.	.	-7%	.	2%	0%	-5%	.	.	0.2%
5	O=C(Cc1ccccc1)Nc1cccc(-c2nc3ncccc3o2)c1	-1.4%	i	-2%	5%	12%	-1%	-4%	0%	14%	47%	0.5%
6	NC(=O)c1nn(-c2ccccc2)nc1NC(=O)CN1CCCCC1	-0.7%	i	-4%	11%	-3%	2%	-1%	3%	2%	-14%	-0.8%
7	CSc1nc(N2CCN(CCO)CC2)c2sc3nc(-c4ccco4)c4c(c3c2n1)CCC4	-0.1%	i	-3%	53%[activator]	25µM*	-1%	-4%	?	7%	i	0.3%
8	CCn1c(=O)n(CC(=O)NCc2ccco2)c(=O)c2ccccc21	-2.4%	i	-1%	-1%	1%	3%	1%	5%	-1%	1%	-0.4%
9	Cc1cc(OC(=O)CNC(=O)OC(C)(C)C)c2c(C)cc(=O)oc2c1	-1.9%	i	2%	5%	-3%	-1%	-1%	-1%	?	5%	0.6%
10	CCCn1c(=O)c2c(c3ccccc31)OC(C)C(=O)N2 (stereo not drawn)	-0.3%	i	6%	7%	8%	-7%	-3%	13%	18%	0%	-1.9%
11	CO/N=C(\C)CCN1CCCc2nc(C)c(C)cc21	0.5%[15.4 µM]	.	.	.	-15%[11.4 µM]	-11%[11.5 µM]	-14%[11.5 µM]	-11%[11.4 µM]	12%[11.4 µM]	.	-2.0%[15.4 µM]
12	COc1ccc(C(=O)O)cc1NS(=O)(=O)c1cccc2nsnc12	0.3%	i	-2%	4%	-4%	-1%	0%	0%	-2%	1%	0.0%
13	Cc1cc(NC(=O)c2cc(C)on2)n(-c2ccccc2)n1	-0.6%	i	-6%	5%	-5%	2%	-1%	-2%	2%	2%	-0.2%
14	CCOc1ccccc1C(=O)NC(C(=O)OCC(=O)Nc1nnc(-c2ccccc2)o1)C(C)C (stereo not drawn)	-1.6%	i	2%	47%[activator]	-10%	-1%	-5%	19%	?	-3%	-1.2%
15	COc1ccccc1CNC(=O)Cn1cc2c(n1)CCCC2	-1.8%	.	-1%	.	5%	-8%	0%	0%	2%	-27%	-0.4%
16	O=C(NCc1ccncc1)c1cccc(Cn2cc(Br)cn2)c1	-1.5%	i	11%	-10%	3%	-3%	4%	11%	?	9%	1.8%
17	CCOC(=O)N1CCN(C(=O)c2ccc(Cl)c(S(=O)(=O)N3CCOCC3)c2)CC1	-0.9%	i	-5%	0%	1%	-1%	-2%	-1%	0%	1%	-1.4%
18	CCC(C)c1ccc(O)c(NC(=O)c2ncn[nH]2)c1 (stereo not drawn)	0.6%	i	-7%	3%	-10%	1%	3%	2%	-8%	-10%	0.6%
19	c1cncc(-c2nc(-c3ccc4c(c3)OCO4)cs2)c1	-0.7%	i	-5%	1%	6%	-4%	-1%	3%	26%	47%	1.9%
20	COC(=O)c1ccc(NC(=O)C2CC(=O)N(c3cc(C)ccc3C)C2)cc1 (stereo not drawn)	-0.3%	i	-4%	23%	3%	-1%	-2%	1%	4%	-7%	-2.8%
21	Cc1oc2cc(OC(C)C(=O)O)ccc2c(=O)c1Oc1ccccc1 (stereo not drawn)	-2.1%	i	-2%	2%	5%	-1%	-1%	4%	-6%	-1%	0.5%
22	Cn1c(SCc2ccccc2)nnc1-c1cccs1	-0.6%	i	-3%	1%	0%	1%	-2%	9%	10%	-9%	-0.4%
23	O=C(Nc1ccc2c(c1)OCO2)N1CCN(C/C=C/c2ccccc2)CC1	-1.6%	i	-6%	24%	15%	-7%	-2%	32µM*	?	-25%	-0.6%
24	CC1=CC(C)(C)Nc2ccc(C)cc21	0.6%	i	-6%	-12%	32µM*	-4%	6%	-30%	0%	-21%	-2.1%
25	O=C(OCCCN1C(=O)c2ccccc2C1=O)c1ccco1	0.5%	i	-2%	-2%	5%	1%	0%	3%	6%	-6%	-0.3%
26	Cc1cc(C(=O)COc2ncnc3sccc23)c(C)n1C1CC1	-0.9%	i	1%	28%	-1%	-3%	-3%	-25%	13%	-2%	-1.3%
27	COc1ccc(-c2oc3cc(OC)c(OC(C)=O)c(OC)c3c(=O)c2OC)cc1OC(C)=O	-1.6%	i	-4%	.	4%	-15%	-14%	2%[25.6 µM]	2%	?	-1.3%
28	Cc1ccc(NC(=O)Cn2c(=O)n(Cc3ccco3)c(=N)c3c4c(sc32)COC(C)(C)C4)cc1	8.1%	i	-1%	54%[activator]	8%	-5%	-6%	-16%	7%	182%	0.2%
29	O=C(O)CCC(=O)c1ccc2sc3ccccc3c2c1	-0.4%[15.4 µM]	i	-4%[11.4 µM]	.	6%[11.4 µM]	2%[11.5 µM]	1%[11.5 µM]	4%[11.4 µM]	11%[11.4 µM]	6%[11.4 µM]	-0.9%[15.4 µM]
30	O=C(Nc1nc2nc(-c3ccccc3)cc(-c3ccccc3)n2n1)c1ccco1	1.3%	i	-5%	50%[activator]	?	-5%	0%	-9%	18%	0%	-1.3%

(next part)
nr	SMILES	BRCT PPI green	Rhodamine fluor	Pol III holo inh	USP2a inh	HADH2 inh	Caspase-1 inhib	Casp7 inh	ALOX15 inhib	HEK293 cAMP cs	Tau filament bind	BRCT PPI red
31	CSc1ccc(N2C(=O)NC3(CCCCC3)C2=O)cc1	-0.7%	i	-4%	-2%	0%	-3%	3%	6%	2%	-2%	-1.4%
32	COc1ccc(CN(C(=O)c2oc3ccccc3c2C)C2CCS(=O)(=O)C2)cc1 (stereo not drawn)	-0.2%	i	-8%	20%	-12%	-1%	-2%	-1%	8%	8%	-1.2%
33	CCc1ccc(N2CC(C(=O)NC3=NCCS3)CC2=O)cc1 (stereo not drawn)	-0.6%	i	1%	8%	-3%	1%	1%	-8%	3%	-6%	1.9%
34	CC12COC3(C(=O)Nc4cccnc4)CC1CCC32C (stereo not drawn)	-1.4%	i	-4%	5%	-1%	1%	1%	1%	5%	3%	-0.7%
35	COc1cccc(-c2nc(NC3CC3)c3ccccc3n2)c1	-4.5%	i	-6%	52%[activator]	?	-6%	-9%	25µM*	6%	56%	-1.8%
36	O=C(Nc1nncs1)c1ccc(Br)c(S(=O)(=O)N2CCCC2)c1	1.5%	i	-1%	2%	-12%	1%	0%	-4%	-3%	-2%	-1.1%
37	COc1ccc(S(=O)(=O)N(CC(=O)Nc2ccc3c(c2)OCO3)c2ccccc2OC)cc1	1.7%	.	-1%	41%[activator]	-1%	-2%	-4%	-28%	27%	3%	-0.3%
38	CCCCNC(=O)CC(NS(=O)(=O)c1ccc(C)cc1)c1ccco1 (stereo not drawn)	0.2%	i	-1%	11%	11%	0%	0%	6%	?	-3%	2.5%
39	COc1ccc(S(=O)(=O)N2CCCCCC2)cc1C(=O)OCC(=O)NC(N)=O	-0.4%	i	-1%	-2%	3%	3%	0%	5%	-5%	5%	-0.6%

Only part of the results is shown; the hit share may differ from the screen's.
